HSF1 inhib: HSF1 inhibitors in luciferase reporter cells, primary screen, cell-based, NIH3T3, luminescence | NIH3T3-HGL HSE-luciferase, MG132-induced, luminescence 8 h; stronger effect = lower value | activity change, negative = inhibition, % at 7.5 µM (by protocol) | hit rate 0.77% among 300,000 | AID 2098, 2009;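 active = more than half of replicate wells show activity change below -50%, luminescence cut by over half; inconclusive = some wells, but at most half, below -50%; inactive = no replicate well below -50%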;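 note: luciferase reports HSF-1 transcriptional activity via heat shock element; 0% = median of DMSO wells and -100% = zero luminescence signal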
GSK3 alpha inh: blockers of GSK3A enzyme activity – biochemical, luminescence, cell-free homogeneous, HTS, primary screen. Glycogen synthase kinase-3 alpha (Homo sapiens), P49840. GSK-3 alpha kinase, ADP-Glo luminescence, 60 min. inhibition, % at 10 µM. hit rate 0.1% among 320,000;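 in the data active = inhibition above about 50%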;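 note: GST-tagged GSK-3 alpha with peptide substrate and 25 µM ATP; 0% = DMSO neutral wells and 100% = GW8510 positive control wells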
Target sequence (P49840 whole entry, looked up): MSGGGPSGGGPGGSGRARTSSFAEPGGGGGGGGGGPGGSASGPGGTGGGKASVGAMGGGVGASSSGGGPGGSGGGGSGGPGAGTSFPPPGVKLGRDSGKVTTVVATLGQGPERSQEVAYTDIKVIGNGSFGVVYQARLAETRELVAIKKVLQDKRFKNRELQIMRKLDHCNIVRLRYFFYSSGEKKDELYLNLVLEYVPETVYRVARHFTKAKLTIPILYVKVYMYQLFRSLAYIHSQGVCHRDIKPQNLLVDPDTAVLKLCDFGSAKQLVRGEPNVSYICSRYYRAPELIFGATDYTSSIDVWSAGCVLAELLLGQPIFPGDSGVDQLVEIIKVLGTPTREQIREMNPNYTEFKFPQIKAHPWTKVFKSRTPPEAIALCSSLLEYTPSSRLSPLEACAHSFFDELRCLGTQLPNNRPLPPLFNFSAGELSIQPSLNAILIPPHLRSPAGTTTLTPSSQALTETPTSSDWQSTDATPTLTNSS
HSP90 refold inh: HSP90 inhibitors, primary screen, cell lysate, luminescence; Heat shock protein HSP 90 (rabbit reticulocyte lysate; luciferase refolding); Rabbit reticulocyte lysate, luciferase refolding luminescence, 3 h; inhibition, % at 5.6 µM; hit rate 0.91% among 290,000; AID 1789, 2009;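 active = inhibition above the screen-wide mean plus 3 SD, computed separately per campaign, cut at about 16% in these data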;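 note: 0% = DMSO wells and 100% = 60 µM geldanamycin wells; inhibitors lower the luminescence because luciferase stays unfolded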
KLF5 inhibitor: KLF5 expression inhibitors, primary screen, DLD-1 cells, luminescence; DLD-1 KLF5 promoter-luciferase reporter; inhibition, % at 5 µM; hit rate 0.23% among 290,000; AID 1700, 2009;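 active = inhibition above a per-plate limit of that plate's mean compound inhibition plus 3 SD, cut at about 60% in these data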;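 note: 0% = DMSO wells and 100% = LY294002 at 200 µM; higher means less KLF5 promoter-driven luciferase light; inactives centre near -14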
AI-2 QS modul: Vibrio harveyi AI-2 quorum sensing modulators, primary screen, JMH597 strain, luminescence/OD600 ratio | Vibrio harveyi JMH597 AI-2 luminescence/OD600 ratio, 9 h; stronger effect = lower value; strain lacks LuxN and CqsS sensors; 0 = neutral-control median | activity change, % at 7.5 µM | hit rate 0.4% among 300,000 | AID 2094, 2009; in the data active = activity change below about -75%, passing the limit was not always enough; inconclusive = no clear call, values can overlap the other calls;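 note: luminescence divided by OD600 gain over 9 h not by final OD600 alone; inactives centre near 13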
HIF activator: HIF pathway transcriptional activators, primary screen, cell-based, U2OS HRE-luciferase, luminescence. U2OS HRE-luciferase reporter; normalized: DMSO 0%, desferrioxamine 100%. activation, % at 7.5 µM (by protocol). hit rate 0.32% among 300,000. AID 1910, 2009;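 active = mean activation of at least 10% of the iron chelator positive control signal, with at least half of replicates also reaching 10%; inconclusive = mean and replicate majority disagree about reaching 10%; inactive = mean and most replicates under 10%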
IEC-6 cytotox: cytotoxicity in IEC-6 intestinal epithelial cells, primary screen, cytotoxicity control for KLF5 inhibitor project, cell-based, luminescence. IEC-6 cytotoxicity, luminescence viability. inhibition, % at 5 µM. hit rate 0.78% among 290,000; in the data active = inhibition above about 22%;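 note: 0% = plate median of test compound wells and 100% = cytotoxic reference compound wells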
GSK3beta inhib: human GSK3beta kinase inhibitors, primary screen, biochemical, cell-free homogeneous, HTS | hit rate 0.038% among 300,000 | GST-GSK3beta kinase, ADP-Glo luminescence, 60 min; stronger effect = lower value | Glycogen synthase kinase-3 beta (Homo sapiens), P49841 | activity score (negative = inhibition), % at 10 µM;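 active = more than half of replicate wells score below -50%, meaning over 50% inhibition versus plate controls; inconclusive = some replicates but at most half score below -50%; inactive = no replicate scores below -50%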;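 note: 0% = median DMSO wells and -100% = median GW8510 positive control wells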
Target sequence (P49841 whole entry, looked up): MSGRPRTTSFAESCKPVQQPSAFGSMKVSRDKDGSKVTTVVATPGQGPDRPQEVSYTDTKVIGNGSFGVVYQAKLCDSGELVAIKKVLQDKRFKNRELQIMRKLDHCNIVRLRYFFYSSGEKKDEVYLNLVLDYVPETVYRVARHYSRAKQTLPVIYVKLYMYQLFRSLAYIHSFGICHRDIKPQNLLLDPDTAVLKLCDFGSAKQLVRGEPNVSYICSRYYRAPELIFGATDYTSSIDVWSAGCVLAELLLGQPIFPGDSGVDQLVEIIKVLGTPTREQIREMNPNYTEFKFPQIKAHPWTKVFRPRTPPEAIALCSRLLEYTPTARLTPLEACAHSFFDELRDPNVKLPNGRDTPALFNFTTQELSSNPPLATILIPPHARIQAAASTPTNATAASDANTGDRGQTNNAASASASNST
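Test system – GST-tagged human GSK3beta kinase, cell-free · Incubation – 60 min enzyme reaction, room temperature · Signal – ADP-Glo luminescence · Also added – peptide substrate and ATP at 25 µM · Controls – DMSO neutral wells and GW8510 at 20 µM as positive · Buffer or medium – Tris/MgCl2 kinase buffer · Measure – Luminescence-derived activity versus plate DMSO and GW8510 wells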
aSyn UTR inh: MLPCN primary screen, SNCA 5' untranslated region; alpha-synuclein 5'UTR reporter, inhibitor activity; inhibition, % (tested at 7.5 µM); hit rate 0.82% among 300,000; in the data active = inhibition above about 60%; inconclusive = no clear call, values can overlap the other calls;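 note: H4 neuroglioblastoma cells stably carrying SNCA 5'UTR luciferase fusion; 0% = DMSO wells and 100% = positive control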
HSF-1 act: HSF-1 activators, primary screen, NIH3T3-HGL cells, MG132 stress, luminescence, single point | NIH3T3-HGL HSF-1 luciferase reporter, 8 h; 100% = twice DMSO control signal | hit rate 1.7% among 300,000 | activation, % at 9 µM;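 active = mean replicate activation of at least 50% with a set share of replicates each reaching 50%; inconclusive = only one of those two conditions met; inactive = mean below 50% and too few replicates reaching it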;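 note: 0% = median of the neutral control wells and 100% = twice that signal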
* hit, by the source's call; ? = inconclusive; / = not tested or not shown.

SMILES	HSF1 inhib	GSK3 alpha inh	HSP90 refold inh	KLF5 inhibitor	AI-2 QS modul	HIF activator	IEC-6 cytotox	GSK3beta inhib	aSyn UTR inh	HSF-1 act
Cc1nc(NCc2cccnc2)c2c3c(sc2n1)CC(C)CC3 (stereo unspecified)	9	1	-3	-28	7	2.2	2	-1	-30	1
O=C(CCCn1cnc([N+](=O)[O-])n1)Nc1cccc(Cl)c1Cl	-12	-2	-6	-25	42	0.2	0	0	-6	-1
CCN(CC)S(=O)(=O)c1ccc(C(=O)NCC(=O)N/N=C/c2ccccc2OC)cc1	1	-1	0	-11	-3	-0.4	0	0	4	1
CN(Cc1cccs1)C(=O)CCCc1c[nH]c2ccccc12	-3	1	7	-34	6	3.8	8	0	-133	0
CCOc1ccc(N(CC(=O)Nc2nccs2)S(=O)(=O)c2c(C)noc2C)cc1	0	-1	-2	4	26	/	4	-3	-4	4
Cc1nnc(N2CCC(C(=O)N3CCCCCC3)CC2)c2nn(-c3ccc(Cl)cc3)c(C)c12	-2	0	-5	5	22	-0.7	11	3	1	12
CC(=O)C1CCN(Cc2ccccc2)CC1	-8	-1	6	-20	5	0.1	-1	-1	4	-6
CC1Cc2ccccc2N1C(=O)c1cnsn1 (stereo unspecified)	-6	-3	5	-13	10	0.7	-2	2	1	12
Cc1ccc(N2C(=O)S/C(=C/c3cn(C)c4ccccc34)C2=O)cc1	4	-5	-1	-9	19	3.4	1	-22	-177	35
COc1ccc(C(=O)NC(C)c2nnc(SCC(=O)Nc3nc(C)cs3)n2C)cc1 (stereo unspecified)	-5	-1	9	-11	27	-3.2	-2	1	-11	-7
Cn1c(=O)n(CCOc2ccc([N+](=O)[O-])cc2)c2ccccc21	18	-2	2	-14	-5	1.6	0	1	-31	17
O=C1NC(=O)c2cc(NC(=O)C3CCCCC3)ccc21	-5	1	0	-3	5	-0.1	-2	0	4	-3
COc1cc(C2NCCc3c2[nH]c2ccccc32)ccc1OC(C)C (stereo unspecified)	-6	0	0	-9	13	-1.4	-2	1	-15	-20
O=C(c1cccc(Cl)c1)C1CCCN(S(=O)(=O)c2ccccc2)C1 (stereo unspecified)	-3	-2	1	-32	-3	-0.2	4	1	-2	28
Cc1cccc(CNC(=O)C2CCC(=O)N(CCc3cccc(F)c3)C2)n1 (stereo unspecified)	1	/	-2	5	7	-1.8	-7	-1	-9	22

Reprinted from above for reference:
SMILES	HSF1 inhib	GSK3 alpha inh	HSP90 refold inh	KLF5 inhibitor	AI-2 QS modul	HIF activator	IEC-6 cytotox	GSK3beta inhib	aSyn UTR inh	HSF-1 act
O=C(c1cccc(Cl)c1)C1CCCN(S(=O)(=O)c2ccccc2)C1 (stereo unspecified)	-3	-2	1	-32	-3	-0.2	4	1	-2	28
Cc1cccc(CNC(=O)C2CCC(=O)N(CCc3cccc(F)c3)C2)n1 (stereo unspecified)	1	/	-2	5	7	-1.8	-7	-1	-9	22

The listing continues:
SMILES	HSF1 inhib	GSK3 alpha inh	HSP90 refold inh	KLF5 inhibitor	AI-2 QS modul	HIF activator	IEC-6 cytotox	GSK3beta inhib	aSyn UTR inh	HSF-1 act
CCCCCOC(=O)Cc1c(O)c2ccccc2n(C)c1=O	18	-4	3	-17	17	-0.2	0	10	-4	28
COc1ccc(Cl)cc1CSc1ncn[nH]1	6	-1	2	-2	14	0.0	10	-3	24	9
CNC(=O)C1(C)C=CCN1C(=O)c1ccccc1 (stereo unspecified)	-3	0	6	-7	12	-0.2	-1	2	13	-5
O=C1CCc2cc(S(=O)(=O)NCc3ccccc3)cc3c2N1CC3	-2	-5	/	/	10	-0.6	/	1	0	6
COc1ccc(-c2noc(-c3ccoc3C)n2)cc1	45	-3	3	-42	15	2.4	0	-1	-143	?
CC(=O)c1ccc(OCC(O)CN2CCC(C)CC2)cc1 (stereo unspecified)	?	-3	5	-11	20	/	1	-2	-8	-61
Cc1ccc(NC(=O)NNC(=O)C2CC(c3cccnc3)=NO2)cc1 (stereo unspecified)	5	-3	-1	-19	20	0.0	-4	3	23	-1
COc1ccccc1NC(=O)CN1CCSc2ccccc21	-5	0	-1	9	17	1.5	4	3	6	-11
CCOC(=O)c1c(NC(=O)CSc2nnnn2CC)sc(C)c1C	3	-2	3	2	34	-0.9	4	-3	30	14
O=[N+]([O-])c1cc(S(=O)(=O)N2CCCC2)ccc1NN=C1CCCC1	-4	0	0	-26	23	-0.3	0	1	24	-1
CC1Nc2ncnc(N3CCOCC3)c2N(Cc2ccccc2)C1=O (stereo unspecified)	3	-1	/	/	-4	0.1	/	0	18	8
CCn1cc(C(=O)NCc2ccccc2OC)c(=O)c2cc(S(=O)(=O)N(C)C)ccc21	0	-1	2	-27	26	-0.2	5	-2	-2	7
CC(C)=CC(=O)Nc1nnc(-c2ccccc2C)s1	10	-4	2	-12	8	1.1	0	0	-58	18
c1ccc2c3nnc4n(c-3nc2c1)CCCS4	1	1	2	-24	21	0.4	0	0	-23	-12
O=C(NCc1ccc(F)cc1)C(=O)NCC1OCCN1S(=O)(=O)c1cccs1 (stereo unspecified)	3	-1	-2	13	35	0.3	2	-5	5	-8
NC(=O)CN1CCN(Cc2ccc3c(c2)OCO3)CC1	-5	-1	-7	-42	4	-0.8	-2	2	-9	-23
Cc1cc(C)c(OCCn2ccnc2)c(C)c1	-4	1	1	-18	16	-1.3	-2	0	1	-5
O=C(Nc1ccnn1C1CCN(C(=O)c2ccccc2C(F)(F)F)CC1)C1CC1	4	1	5	-14	1	0.5	8	1	-12	24
O=C(O)C1CCN(C(=O)c2ccccc2N2C(=O)[C@@H]3Cc4c([nH]c5ccccc45)C(c4cccc(Cl)c4)N3C2=O)CC1 (stereo partly specified)	-3	-6	-9	1	6	0.0	0	0	11	-10
COc1ccc(C(=O)OCCN2C(=O)c3ccccc3C2=O)cc1	5	-2	-4	-49	26	0.1	-1	0	-14	20
COc1ccccc1NC(=S)N1CCN(c2ccccn2)CC1	8	7	2	-7	2	-0.1	-5	-1	-12	26
O=C(Cn1c(CC(=O)N2CCOCC2)nc2ccccc21)Nc1ccc2c(c1)OC(F)(F)O2	31	-4	1	-36	7	-0.6	-2	0	1	48
CCCCN(C)C(=O)c1ccc(CS(=O)(=O)c2ccccc2C)o1	-6	0	-3	-22	22	/	-6	3	-14	-25
Cn1c(N)c(C(=O)COC(=O)C2(c3ccc(Cl)cc3)CCCC2)c(=O)n(C)c1=O	9	-1	0	-14	-5	0.1	2	-6	20	10
Cc1ccc(O)c(-n2nc3ccccc3n2)c1	7	3	-1	-6	15	2.2	-4	-7	-134	37
Cc1cccc(OCC(=O)N(Cc2ccc(N(C)C)cc2)C2CCS(=O)(=O)C2)c1 (stereo unspecified)	-1	-8	-2	-32	7	-0.3	-6	-2	6	8
COc1cc(NS(=O)(=O)c2ccc(NC(=S)NC(=O)c3ccco3)cc2)nc(OC)n1	6	-6	-4	-44	5	0.0	4	-1	-8	8
COc1ccc(OC)c(NC(=O)C(=O)/C=C(\O)c2cc(OC)ccc2OC)c1	-1	1	1	9	10	0.0	2	4	19	4
Cc1ccc(NC(=O)COC(=O)c2ccc(F)cc2Cl)c(Br)c1	1	-2	4	14	3	-0.3	-1	1	-8	4
CN(CCS(=O)(=O)c1ccc(Cl)cc1)Cc1cccnc1	6	4	-4	-34	22	116*	-6	-1	-8	11
COc1cccc(-c2cc(C(=O)Nc3c(C)nn(Cc4ccccc4C)c3C)no2)c1	6	-5	1	-2	33	-0.2	6	-2	37	6
COc1ccc2c(c1)C(c1ccccc1)NC(=O)C2 (stereo unspecified)	-4	-1	/	/	11	0.8	/	-2	14	10
Cc1ccc(C(=O)c2ccccc2C(=O)O)c(O)c1	-6	-2	-3	9	51	-0.1	0	2	11	-4
COCCn1nc2cc(C(=O)NCC34CC5CC(CC(C5)C3)C4)ccc2c1OC	-3	1	-4	-14	16	-0.2	2	3	2	1
CC(=O)Nc1cccc(N2CCCC2=O)c1	-3	-1	-3	-4	6	-0.5	1	4	-22	1
CCOC(=O)c1[nH]c(C)c(C(=O)Nc2ccc(C)c(F)c2)c1C	2	-2	9	0	2	2.2	8	3	-10	25
Cc1cc(C)nc(SCC(=O)Nc2ccc(N3CCOCC3)cc2)n1	-8	-2	1	-20	20	0.0	-2	-23	10	-11
CC1=C(C(=O)OCCOC(C)C)C(c2cccnc2)C2=C(CCCC2=O)N1 (stereo unspecified)	1	0	-4	-7	14	-0.2	-12	1	13	-9
COc1cc(/C=N/NS(=O)(=O)c2ccc(C)cc2)ccc1OCc1cccc(C(=O)O)c1	-64*	-4	46*	34	6	-3.2	-5	1	90*	-68
O=C1c2ccccc2C(=O)N1CCn1nc(Cl)nc1Cl	2	0	-3	-26	19	-0.1	1	2	3	19

A draw from above in order of molar mass, smallest number first.
SMILES	HSF1 inhib	GSK3 alpha inh	HSP90 refold inh	KLF5 inhibitor	AI-2 QS modul	HIF activator	IEC-6 cytotox	GSK3beta inhib	aSyn UTR inh	HSF-1 act
Cc1ccc(C(=O)c2ccccc2C(=O)O)c(O)c1	-6	-2	-3	9	51	-0.1	0	2	11	-4
O=C1c2ccccc2C(=O)N1CCn1nc(Cl)nc1Cl	2	0	-3	-26	19	-0.1	1	2	3	19
CCOC(=O)c1[nH]c(C)c(C(=O)Nc2ccc(C)c(F)c2)c1C	2	-2	9	0	2	2.2	8	3	-10	25
Cc1cc(C)nc(SCC(=O)Nc2ccc(N3CCOCC3)cc2)n1	-8	-2	1	-20	20	0.0	-2	-23	10	-11
COCCn1nc2cc(C(=O)NCC34CC5CC(CC(C5)C3)C4)ccc2c1OC	-3	1	-4	-14	16	-0.2	2	3	2	1
